AHR activator = activators of human aryl hydrocarbon receptor. AHR-responsive luciferase reporter cells, luminescence. hit rate 2.5% among 320,000. activation, % at 5 µM; in the data active means activation above about 47%;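 further: 0% = vehicle wells and 100% = reference agonist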
MEX-5 binding = C. elegans MEX-5 TCR-2 RNA binding activity | Q9XUB2 | MEX-5/FITC-TCR2 RNA binding, fluorescence polarization; stronger effect = lower value | activity score (negative = inhibition of binding), % at 10 µM | hit rate 0.38% among 300,000 | AID 1832;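 active means inhibition past about -25% in most replicates, and total fluorescence under double the plate's negative control median, limit read from the data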;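 further: 0% = DMSO and -100% = 5 µM competing unlabeled TCR2 RNA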
Target sequence (Q9XUB2 whole entry, looked up): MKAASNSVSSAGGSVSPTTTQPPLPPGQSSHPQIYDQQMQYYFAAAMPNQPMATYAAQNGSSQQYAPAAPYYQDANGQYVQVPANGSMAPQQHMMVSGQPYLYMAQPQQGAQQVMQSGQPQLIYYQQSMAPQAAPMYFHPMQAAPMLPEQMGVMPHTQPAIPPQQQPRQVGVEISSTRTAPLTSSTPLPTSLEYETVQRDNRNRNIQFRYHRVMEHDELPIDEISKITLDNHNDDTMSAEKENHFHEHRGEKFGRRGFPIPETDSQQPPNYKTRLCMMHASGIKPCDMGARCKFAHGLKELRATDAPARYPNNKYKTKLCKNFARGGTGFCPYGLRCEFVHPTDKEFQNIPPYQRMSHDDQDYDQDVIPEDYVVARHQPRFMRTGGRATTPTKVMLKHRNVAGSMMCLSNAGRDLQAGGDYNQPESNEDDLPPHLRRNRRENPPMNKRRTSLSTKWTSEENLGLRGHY
MCL1 BIM primary = inhibitors of human MCL1 binding to BIM-BH3 peptide. AID 2057. hit rate 0.68% among 320,000. inhibition, % at 10.9 µM. Q07820. GST-MCL1 / FITC-Bim-BH3 fluorescence polarization;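 active means inhibition above the mean inhibition of all tested compounds plus 3 SD, set per campaign, cut at about 40% in these data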;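 further: 0% = DMSO wells and 100% = unlabeled Bim-BH3 peptide control; higher means more loss of mP so more displacement of Bim peptide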
BCLXL inh = blocks human Bcl-xL binding to Bim BH3 peptide. hit rate 0.7% among 320,000. GST-Bcl-xL / FITC-Bim BH3 peptide fluorescence polarization. inhibition, % at 10.9 µM. Q07817;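 active means inhibition above the mean of all tested compounds plus 3 SD, cutoff set per campaign, cut at about 30% in these data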;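 further: 0% = DMSO wells and 100% = unlabeled Bim-BH3 peptide competitor; inhibitors lower millipolarization by displacing the labeled peptide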
Fam108B counter = Fam108B inhibition, counter-screen for RBBP9 inhibitors. recombinant Fam108B, FP-Rh probe fluorescence polarization. inhibition, % at 9.51 µM. hit rate 0.33% among 300,000. AID 1947;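 active means inhibition above the screen mean inhibition plus 3 SD, computed separately per campaign, cut at about 18% in these data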;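 further: inhibitors lower polarization as less probe binds the enzyme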
PAFAH1B2 inh = blocks human PAF acetylhydrolase 1b catalytic subunit 2. P68402. recombinant PAFAH1B2, FP-rhodamine activity probe, fluorescence polarization. inhibition, % at 3.39 µM. hit rate 1.2% among 340,000;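 active means inhibition above the mean of all tested compounds plus 3 SD, cut at about 24% in these data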;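 further: 0% = enzyme with DMSO and 100% = wells lacking PAFAH1B2; many of its hits are not listed in these tables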
pPAFAH inh = pPAFAH (human) enzyme inhibition; AID 463082; recombinant pPAFAH, FP-rhodamine probe fluorescence polarization; inhibition, % at 3.39 µM; Q13093; hit rate 1.5% among 330,000;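 active means inhibition above the mean inhibition across the screen plus 3 SD, cut at about 25% in these data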;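 further: inhibitors block binding of the rhodamine activity-based probe so polarization drops; 0% = enzyme with DMSO and 100% = wells lacking pPAFAH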
Target sequence (Q13093 whole entry, looked up): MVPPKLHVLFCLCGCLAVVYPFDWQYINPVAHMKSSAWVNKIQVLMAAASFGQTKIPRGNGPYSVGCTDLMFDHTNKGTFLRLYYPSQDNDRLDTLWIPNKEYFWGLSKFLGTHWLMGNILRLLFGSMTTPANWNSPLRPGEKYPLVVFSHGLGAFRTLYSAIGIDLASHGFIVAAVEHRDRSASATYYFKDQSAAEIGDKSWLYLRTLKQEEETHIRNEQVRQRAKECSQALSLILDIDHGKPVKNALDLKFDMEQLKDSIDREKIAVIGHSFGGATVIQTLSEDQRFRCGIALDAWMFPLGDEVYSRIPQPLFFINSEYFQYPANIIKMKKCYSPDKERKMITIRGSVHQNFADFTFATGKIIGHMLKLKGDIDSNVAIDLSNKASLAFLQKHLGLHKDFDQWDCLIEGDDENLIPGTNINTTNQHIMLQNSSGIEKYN
PME-1 primary = PME-1 (human) inhibition; Q9Y570; recombinant PME-1, FP-Rh probe fluorescence polarization; inhibition, % at 5.9 µM; hit rate 0.53% among 320,000; AID 2130;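 active means inhibition above the campaign mean of all compounds plus 3 SD, cut at about 26% in these data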;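 further: competitive labeling of PME-1 active site by serine hydrolase directed probe; 0% = PME-1 with DMSO and 100% = wells lacking PME-1 enzyme; inhibitors block probe labeling so polarization falls and inhibition rises; many of its hits are not listed in these tables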
GLD-1 TGE inh = GLD-1-TGE RNA interaction inhibition (C. elegans). Q17339. purified GLD-1 + fluorescein TGE RNA, fluorescence polarization. inhibition, % at 5.96 µM. hit rate 0.44% among 320,000. AID 2280;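 active means percent inhibition above a per-plate cutoff, the plate mean of test compounds plus 3 SD, cut at about 30% in these data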;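 further: 0% = DMSO wells with GLD-1 and probe and 100% = wells lacking GLD-1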
The depositor's hits bear a star; / = no result given.

SMILES	AHR activator	MEX-5 binding	MCL1 BIM primary	BCLXL inh	Fam108B counter	PAFAH1B2 inh	pPAFAH inh	PME-1 primary	GLD-1 TGE inh
CCn1c(=O)c2c(nc3n2CCN3c2ccccc2)n(C)c1=O	17	-0.1	5	9	7	0	3	-5	13
CS(=O)(=O)N1CCN(c2nc3ccccc3s2)CC1	-1	0.1	10	7	2	-1	4	2	6
CC(OC(=O)Cc1c[nH]c2ccccc12)C(=O)c1ccccc1 (stereo unspecified)	16	/	12	1	/	3	-2	6	-1
O=C(CCOc1ccccc1)NNC(=O)c1ccccc1	2	/	/	/	/	8	1	/	0
O=C(O)c1ccc(N2C(=O)CSC2c2cccc([N+](=O)[O-])c2)cc1 (stereo unspecified)	0	-2.3	2	0	2	2	2	1	-4
O=C(CCNC(=O)c1ccc(Br)cc1)NCCCN1CCOCC1	22	/	2	-3	/	6	-2	0	5
Cc1ccc(S(=O)(=O)NCC(C)NS(=O)(=O)c2ccc(C)cc2)cc1 (stereo unspecified)	1	-0.5	7	5	6	8	4	1	2
Cc1ccc(C)c(C(=O)CSc2nnnn2C(C)C)c1	5	1.3	8	3	0	5	9	5	5
CC(C)OC(=O)CC1C(=O)NCCN1C(=S)NC(=O)c1cccs1 (stereo unspecified)	0	0.4	1	0	-2	1	0	0	8
O=C(Nc1ccc(C(=O)O)cc1)/C(=C/c1ccc2c(c1)OCO2)NC(=O)c1cccc(Br)c1	5	-1.8	5	1	-5	-1	5	-4	8
O=C(Cc1ccc(Cl)cc1)N1CCc2ccccc2C1	-5	-0.8	2	2	-3	6	8	3	4
COc1cccc(C2=NOC(C(=O)N3CCN(C(=O)c4ccco4)CC3)C2)c1 (stereo unspecified)	4	-0.8	-3	1	4	-2	5	-2	-2
Cc1ccc(NC(=O)COC(=O)C2=COCCO2)cc1	0	-0.1	1	4	5	2	4	-2	3
CC(C)c1ccc(NC2CCCN(C(=O)c3cnsn3)C2)cc1 (stereo unspecified)	18	-2.2	2	3	-1	10	12	0	2
CCCN1CCN(C(=O)Cn2nc(CC)n3c(cc4sccc43)c2=O)CC1	-2	0.0	6	4	3	-2	2	3	8
O=C(CN1CCOCC1)Nc1ccc(NC(=O)CN2CCOCC2)c(Cl)c1	15	0.8	8	8	-1	3	1	4	-1
Cc1cc(C)c2nc(-c3cccnc3)cc(C(=O)Nc3ccc(S(=O)(=O)Nc4onc(C)c4C)cc3)c2c1	6	1.8	11	6	4	7	8	1	-5
Cc1ccc(/C(=C\CN2CCCC2)c2ccccn2)cc1	1	-2.0	-4	-2	0	-2	-6	-12	9
NS(=O)(=O)c1ccc(NC(=O)c2c(F)cccc2Cl)cc1	0	3.9	4	0	-4	3	-3	4	3
Cc1cc(S(=O)(=O)Nc2nc(CN3CCOCC3)nc3sc4c(c23)CCC4)ccc1F	0	/	/	/	/	1	11	/	-4
COc1cc(C(=O)Nc2ccc3c(c2)nc(C)n3C)cc(OC)c1OC	19	-3.9	2	-4	4	13	-2	-3	-4
CC(=O)N1CCc2cc(Br)cc(S(=O)(=O)N3CCc4ccccc43)c21	13	0.4	3	5	-8	6	-2	0	-2
C(=C\CSc1ncn[nH]1)/CSc1ncn[nH]1	-1	21	5	4	1	2	-9	-7	5
Cn1c(CN2CCOCC2)c(C#N)c2ccccc21	-2	-0.1	7	5	-1	7	-6	3	10
CN(c1ccc(C(=O)NCc2ccc3c(c2)OCO3)cc1)S(C)(=O)=O	-4	0.1	3	9	-3	0	0	-1	7

Whole records as entered above. Values in the order: AHR activator | MEX-5 binding | MCL1 BIM primary | BCLXL inh | Fam108B counter | PAFAH1B2 inh | pPAFAH inh | PME-1 primary | GLD-1 TGE inh
Results for CC(OC(=O)Cc1c[nH]c2ccccc12)C(=O)c1ccccc1 (stereo unspecified) = 16 | / | 12 | 1 | / | 3 | -2 | 6 | -1
Results for CCn1c(=O)c2c(nc3n2CCN3c2ccccc2)n(C)c1=O = 17 | -0.1 | 5 | 9 | 7 | 0 | 3 | -5 | 13

Remaining list, next part.
SMILES	AHR activator	MEX-5 binding	MCL1 BIM primary	BCLXL inh	Fam108B counter	PAFAH1B2 inh	pPAFAH inh	PME-1 primary	GLD-1 TGE inh
Cc1ccc(S(=O)(=O)NNC(=O)c2ccoc2C)cc1	3	1.3	5	7	3	1	-1	6	13
COc1ccc(/C=N/Nc2ccccn2)c(OC)c1OC	30	1.9	-5	-3	-2	1	6	-3	-3
O=C(NC1CC1)c1sc2cc(Cl)ccc2c1Cl	-5	-0.3	1	0	-3	0	1	3	1
O=C(CSc1oc(-c2ccccc2)nc1S(=O)(=O)c1ccc(F)cc1)NCC1CCCO1 (stereo unspecified)	4	1.1	-7	-14	3	2	6	1	-2
O=C(c1ccc(F)cc1)[C@@H]1[C@@H](C(=O)c2ccccc2)[C@@]2(C(=O)Nc3ccccc32)[C@H]2c3ccccc3C=CN12	28	2.2	3	27	-5	/	0	-2	34*
CC(C)(C)OC(=O)NC(CC(=O)OCc1ccccc1)C(=O)O (stereo unspecified)	-1	1.7	-5	-7	-1	5	5	-5	8
O=C(O)CC(CN1C(=O)c2ccccc2C1=O)c1ccccc1 (stereo unspecified)	0	/	2	3	-2	2	9	0	-1
CCOC(=O)C1=C(CN2CCN(C(=O)OCC)CC2)NC(=O)NC1c1ccc2c(c1)OCO2 (stereo unspecified)	-1	-2.8	-7	-4	2	3	4	-4	7
C[C@H](NC(N)=O)C(=O)Nc1ccc(N2CCOCC2)c(S(=O)(=O)Nc2ccc(Cl)cc2)c1	2	/	2	8	/	4	-2	1	-2
O=C(NNC1=NS(=O)(=O)c2ccccc21)c1ccc([N+](=O)[O-])cc1	5	-6.3	0	1	1	-1	0	-1	5
C(=N\n1cnnc1SCc1ccccc1)/c1ccco1	6	2.3	7	4	0	7	0	8	2
Cc1onc(-c2ccccc2)c1C(=O)N(C)CC(=O)Nc1ccc(F)c(F)c1F	7	/	/	/	/	5	6	/	3
CN(/C=C/C(=O)C(F)(F)C(F)(F)F)Cc1ccccc1	-2	0.8	7	3	6	1	-7	-2	0
Cc1nn(C)cc1CN(C)Cc1ccc(OCC(O)CN2CCCCC2)cc1 (stereo unspecified)	1	0.3	7	8	0	-2	-2	0	4
COC(=O)C1=C(CCc2ccccc2)NC(=O)NC1c1ccc(C#N)cc1 (stereo unspecified)	-6	2.2	6	0	1	6	3	1	-3
Cc1ccc(SCC(=O)NN2C(=O)c3ccccc3C2=O)cc1	1	-0.1	3	4	1	14	0	-3	-4
O=C(CSc1ccc2c(c1)OCCO2)Nc1ccc(Br)cn1	8	1.8	3	6	2	-2	5	0	6
CCOC(=O)c1cc2occc2n1Cc1c(F)cccc1Cl	2	4.7	-4	4	1	4	13	3	-5
Cc1noc(C)c1C(=O)Nc1ccccc1N1CCOCC1	1	/	-3	-4	/	2	0	5	0
Cc1ccc(Cn2cccc(-c3nc4ccccc4s3)c2=O)cc1	9	0.3	-5	3	-6	5	3	-10	-3
Cc1cc2c3c([nH]c2cc1S(=O)(=O)NCCCOC(C)C)CC(C)(C)CC3=O	11	-1.5	-5	1	-1	6	5	-9	0
O=C(CSC1=NCCS1)N1CCc2ccccc21	0	-0.6	-6	-3	-1	6	4	3	0
O=C(CC1Nc2ccccc2NC1=O)NCc1cccnc1 (stereo unspecified)	49*	1.1	20	4	2	1	4	1	6
COc1cc2[nH]c(=S)nc(NCC3CCCO3)c2cc1OC (stereo unspecified)	18	-0.8	13	10	3	3	-5	1	-5
CCOC(=O)c1sc(NC(=O)CSc2n[nH]c(-c3ccc(Cl)cc3Cl)n2)c(C#N)c1C	1	0.6	-2	-3	-1	4	5	0	-1
SMILES	AHR activator	MEX-5 binding	MCL1 BIM primary	BCLXL inh	Fam108B counter	PAFAH1B2 inh	pPAFAH inh	PME-1 primary	GLD-1 TGE inh
Cc1ccc(S(=O)(=O)N2CC=C(c3ccc(F)cc3)CC2)cc1	-2	-1.7	-4	4	-1	9	0	-2	-1
Cc1ccc(/C=C/C(=O)NCc2ccccn2)o1	0	-8.3	41*	23	5	-4	10	-5	7
CSc1nnc(-c2ccccc2Cl)n1N	-1	-1.5	-5	-5	1	5	-2	5	2
O=C(Cc1ccc(Br)cc1)NCCc1ccccc1	2	-0.5	3	0	-1	10	-3	2	7
CCS(=O)(=O)N1CCCC(C(=O)NCCN2CCC(Cc3ccccc3)CC2)C1 (stereo unspecified)	2	-1.5	4	9	-1	1	8	-1	0
CCOC(=O)CSc1nnc(-c2ccco2)n1-c1ccc(C)cc1	2	-1.8	-3	-1	-2	11	1	-6	1
CC1Sc2ccc(S(=O)(=O)CCC(=O)NCc3ccc(Cl)cc3)cc2NC1=O (stereo unspecified)	3	0.4	3	1	-8	2	1	5	1
Nc1nnc(SCC(=O)NCc2ccc3c(c2)OCO3)s1	1	-2.2	1	-4	1	1	2	-1	6
CN(C)C(CNC(=O)c1cc(S(=O)(=O)N(C)Cc2ccccc2)ccc1Cl)c1ccco1 (stereo unspecified)	0	-1.3	7	-2	0	2	11	6	5
COc1ccc(/C=C/c2nc(S(=O)(=O)c3ccccc3)c(N(C)C)o2)cc1OC	11	/	1	7	3	-3	2	11	2
CCNC(=O)Nc1ccc(OC)cc1OC	3	-1.0	5	2	0	1	-3	-2	-4
O=C(O)CN1C(=O)/C(=C2\SC(=S)N(C(Cc3ccccc3)C(=O)O)C2=O)c2ccccc21 (stereo unspecified)	-2	1.7	35	24	-2	7	4	3	5
OC(CN1CCN(c2ccccc2)CC1)c1c[nH]c2ccccc12 (stereo unspecified)	16	1.2	-5	0	-4	1	1	-6	-4
COC(=O)c1cn(C(=O)c2cc(C)cc(C)c2)c2ccccc12	-1	-0.3	16	2	0	3	0	-1	3
CCOC(=O)/C=C/C(=O)Nc1ccccc1C(=O)NC1CCCCC1	-2	-0.3	-1	3	-3	2	-1	-2	4
Oc1ccc(N=Nc2ccc3ccccc3c2)cc1	18	-1.0	-2	-2	12	7	7	16	1
CC1CC(C)CN(S(=O)(=O)c2cccc(C(=O)N3C(=O)c4cccc(N)c4C3=O)c2)C1 (stereo unspecified)	5	-8.9	21	31*	-1	40*	4	2	31*
Cc1cc(Br)ccc1NC(=S)Nc1cccc([N+](=O)[O-])c1	3	-4.4	8	5	-2	0	8	9	8
Cc1c(N)cccc1-c1nc2ccccc2[nH]1	7	-0.8	4	3	3	6	-1	-4	5
CCN(C[C@H]1N[C@@](C)(C(=O)OC)[C@H]2C(=O)N(C)C(=O)[C@@H]12)C(=O)Nc1ccc(F)cc1	-1	/	/	/	/	2	3	/	1
CC(NC(=O)c1csc2ccccc12)C1CCCO1 (stereo unspecified)	3	1.8	5	6	-1	1	-3	1	3
CCC/C=C(\CCC)C(NC(=O)Cc1ccccc1)c1ccc(C(=O)OC)cc1 (stereo unspecified)	1	-1.2	-1	2	3	3	2	-5	0
FC(F)(F)c1cccc(NC(=S)N2CCCC2)c1	2	2.4	6	2	2	1	0	2	-7
O=C(Cc1cccs1)NCCSc1c(-c2ccc(Cl)cc2)[nH]c2ccccc12	51*	1.5	-3	-1	10	2	5	2	3
Cc1ccc(C)c(Cn2c(CN(C)Cc3ccccc3)nc3c2c(=O)n(C)c(=O)n3C)c1	1	0.0	6	7	4	0	-7	-1	4
O=C(CSc1ccccc1C(=O)O)NC1CCCCCC1	1	1.5	7	4	3	8	6	1	-1

An excerpt (hit frequency here may not be typical).
